# E coli growth = counter-screen for AddAB inhibitors: E. coli growth inhibition | E. coli V3065 growth, OD600 absorbance, 18 h | inhibition, % at 11.9 µM | 330,000 compounds, 0.27% hits | AID 449728;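 active = inhibition above the campaign's mean inhibition across all tested compounds plus 3 SD, cut at about 9.9% in these data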;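 note: uninfected addAB+ strain grown without phage in ampicillin broth; 0% = DMSO wells and 100% = ciprofloxacin 0.95 µg/ml wells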
# phage Ecoli inh = E. coli growth loss with phage present; AID 651602; growth absorbance; 360,000 compounds, 0.26% hits; inhibition, % at 11.9 µM; in the data active = inhibition above about 11%
# PfHsp90 yeast 2 = inhibits growth of yeast expressing Plasmodium falciparum Hsp90 | 310,000 compounds, 0.32% hits | inhibition, % at 9.4 µM | S. cerevisiae expressing PfHsp90, BacTiter-Glo ATP, 48 h; yeast lacking PDR1 and PDR3 efflux regulators | AID 504621;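 active = every replicate shows inhibition above about 80%, whatever the replicate mean, limit read from the data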;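 note: 0% = DMSO neutral controls and 100% = 20 µM radicicol positive controls; yeast relying on Plasmodium falciparum Hsp90 in place of its own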
# CAL PDZ inh = blocks peptide binding to human CAL PDZ domain; 330,000 compounds, 0.02% hits; inhibition, % at 20 µM; purified CAL PDZ, TMR-peptide fluorescence polarization, 1 h;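 active = highest replicate inhibition of at least 40%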;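 note: plate controls were DMSO neutral control wells for no effect and unlabeled competitor peptide control wells for full effect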
#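 Assay system – tagged CAL PDZ protein CerCALP, purified · Timing – 1 h at RT · Compound – single point, 20 µM · Measured by – fluorescence polarization from S- and P-plane intensities, G-factor corrected · Evaluation – inhibition from polarization loss · Probe or stimulus – TMR reporter peptide T*-PRC34 · Buffer or medium – pH 7.4 phosphate-saline buffer, reducing agent, detergent, IgG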
# Tat export inh = E. coli Tat transport inhibition | E. coli MC4100 TorA-mCherry Tat export, fluorescence | inhibition, % at 10 µM | 340,000 compounds, 0.036% hits | AID 488895;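 active = mean replicate inhibition at least 50% and at least half of replicates individually reaching 50%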;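 note: exported cargo escapes ClpAP degradation while cytoplasmic cargo is degraded and loses fluorescence; 0% = median of neutral control wells and 100% = median of NaSCN control wells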
# Rtt109 HAT inh = C. albicans Rtt109 histone acetyltransferase inhibition; Q5AAJ8; purified Rtt109/Vps75, ThioGlo CoA-SH fluorescence, 4 h; inhibition, % at 34.9 µM; 330,000 compounds, 0.16% hits; AID 540336;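 active = inhibition of at least 50% in every replicate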
# Target sequence (Q5AAJ8 whole entry, looked up): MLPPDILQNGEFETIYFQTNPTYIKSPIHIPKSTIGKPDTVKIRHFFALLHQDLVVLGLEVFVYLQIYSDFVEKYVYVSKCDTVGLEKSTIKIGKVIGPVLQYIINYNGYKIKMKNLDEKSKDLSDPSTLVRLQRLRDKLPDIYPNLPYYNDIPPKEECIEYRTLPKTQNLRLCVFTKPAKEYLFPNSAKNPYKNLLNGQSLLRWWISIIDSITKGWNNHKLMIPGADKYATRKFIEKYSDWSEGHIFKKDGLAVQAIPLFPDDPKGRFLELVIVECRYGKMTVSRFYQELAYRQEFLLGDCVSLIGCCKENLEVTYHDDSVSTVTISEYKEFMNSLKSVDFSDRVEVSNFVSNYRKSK
# DAGLB inhibitor = diacylglycerol lipase beta (human) inhibition. HEK293T DAGLB membrane lysate, EnzChek fluorogenic substrate. 340,000 compounds, 0.059% hits. Q8NCG7. inhibition, % at 5.17 µM; in the data active = inhibition above about 34%;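 note: 0% = enzyme with vehicle and 100% = wells lacking enzyme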
# Target sequence (Q8NCG7 whole entry, looked up): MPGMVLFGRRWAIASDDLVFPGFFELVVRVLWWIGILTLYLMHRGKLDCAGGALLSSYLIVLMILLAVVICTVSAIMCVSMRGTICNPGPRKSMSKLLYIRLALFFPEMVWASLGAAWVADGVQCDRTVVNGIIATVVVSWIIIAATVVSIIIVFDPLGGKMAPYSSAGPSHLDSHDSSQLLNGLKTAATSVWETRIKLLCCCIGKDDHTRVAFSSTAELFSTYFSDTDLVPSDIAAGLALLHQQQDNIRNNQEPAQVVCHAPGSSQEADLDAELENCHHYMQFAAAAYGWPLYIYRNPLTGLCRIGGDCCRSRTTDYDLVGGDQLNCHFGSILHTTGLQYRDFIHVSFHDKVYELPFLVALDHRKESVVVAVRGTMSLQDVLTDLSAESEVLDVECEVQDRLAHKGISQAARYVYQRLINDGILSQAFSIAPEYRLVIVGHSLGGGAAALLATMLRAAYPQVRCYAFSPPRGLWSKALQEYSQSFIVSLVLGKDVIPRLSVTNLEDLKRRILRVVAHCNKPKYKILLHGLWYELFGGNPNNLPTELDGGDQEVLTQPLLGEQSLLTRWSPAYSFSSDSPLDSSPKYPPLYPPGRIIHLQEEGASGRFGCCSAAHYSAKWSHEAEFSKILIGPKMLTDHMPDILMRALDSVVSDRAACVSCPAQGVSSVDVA
# AddAB inh = less growth of phage-infected E. coli with AddAB; E. coli expressing H. pylori AddAB, absorbance growth; inhibition, % at 11.9 µM; 330,000 compounds, 0.29% hits; AID 435030; in the data active = inhibition above about 12%;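 note: 0% = vehicle wells of infected cells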
# Wnt bcat act = Wnt/beta-catenin pathway activation; Wnt/beta-catenin reporter cell assay, activator, plate reader; AID 743398; 300,000 compounds, 1.2% hits; activation, % at 9.35 µM; in the data active = activation above about 30%, passing the limit was not always enough;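 note: 0% = neutral control wells and 100% = positive control wells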
# PvdQ inh = P. aeruginosa PvdQ acylase inhibition; AID 488965; 340,000 compounds, 0.063% hits; inhibition, % at 10 µM; purified PvdQ acylase, fluorescence plate reader; in the data active = inhibition above about 30%, passing the limit was not always enough;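 note: 0% = vehicle neutral wells and 100% = reference inhibitor wells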
# * hit, by the source's call; . = no result given; & = joins results of further samples.
# The first 2 records, to show the layout:
1. Cc1cccnc1NC(=O)c1cccc(S(=O)(=O)N2CCN(c3ccccc3)CC2)c1
2. CC(C)CCOC(=O)C1C(c2ccccc2)C(C(=O)O)C1c1ccccc1 (stereo unspecified)
Compound	1	2
AddAB inh	2.7	0.5
PvdQ inh	0	-2
E coli growth	-0.1	-1.1
phage Ecoli inh	0.1	2.9
Wnt bcat act	2	43*
DAGLB inhibitor	1	4
Rtt109 HAT inh	8	7
Tat export inh	9	10
PfHsp90 yeast 2	-15	-19
CAL PDZ inh	-2.9	-1.7

# This part in full, from the start:
1. Cc1cccnc1NC(=O)c1cccc(S(=O)(=O)N2CCN(c3ccccc3)CC2)c1
2. CC(C)CCOC(=O)C1C(c2ccccc2)C(C(=O)O)C1c1ccccc1 (stereo unspecified)
3. Cc1c(NC(=O)C2CC(c3cccc(Br)c3)=NO2)c(=O)n(-c2ccccc2)n1C (stereo unspecified)
4. Cn1c(-c2ccc3c(c2)OCO3)cnc1N
5. CCCCN(C(=O)c1ccc(N(C)S(=O)(=O)c2ccc(C)cc2)cc1)c1c(N)n(CCCC)c(=O)[nH]c1=O
6. Cc1ccc2nc(NC(=O)COC(=O)CSc3nc(C)cc(C)n3)sc2c1
7. Cc1cc(C)nc(N2C(=O)CC(Cc3ccc(Cl)cc3)C2=O)n1 (stereo unspecified)
8. COC(=O)CN(c1ccccc1F)S(=O)(=O)c1ccc(C)cc1
9. O=C(CCSc1nc(-c2ccco2)cc(C(F)(F)F)n1)Nc1ccc2c(c1)OCO2
10. COC(=O)C1CCN(C(=O)COC(=O)CC(NC(C)=O)c2ccccc2)CC1 (stereo unspecified)
Compound	1	2	3	4	5	6	7	8	9	10
AddAB inh	2.7	0.5	3.1	-1.5	-3.3	2.6	-0.5	-2.3	-1.6	-0.6
PvdQ inh	0	-2	-5	-18	-13	-11	7	-3	-1	5
E coli growth	-0.1	-1.1	2.2	-1.5	0.3	1.3	1.9	1.1	1.5	-2.0
phage Ecoli inh	0.1	2.9	2.2	1.6	1.8	1.3	2.3	1.8	3.6	1.2
Wnt bcat act	2	43*	2	-2	-4	.	-2	1	.	.
DAGLB inhibitor	1	4	1	1	0	-2	0	-1	-2	-3
Rtt109 HAT inh	8	7	.	-9	-10	-1	-10	2	-3	-25
Tat export inh	9	10	0	-4	2	-3	2	-11	2	4
PfHsp90 yeast 2	-15	-19	-42	-20	3	8	2	-1	-10	.
CAL PDZ inh	-2.9	-1.7	-1.0	-0.1	-0.6	.	-1.0	-0.4	-1.8	-0.6

11. CCOc1ccccc1NC(=O)CNC(=O)c1nn(-c2ccc(OC)c(OC)c2)c(=O)c2ccccc12
12. CCCCn1c(N)c(N(CC(C)C)C(=O)c2cc(-c3ccncc3)nc3ccccc23)c(=O)[nH]c1=O
13. CCOc1ccc(C(=O)SC2=NCCS2)cc1
14. O=C(c1cc(-c2ccco2)nc2ccccc12)N1CCN(Cc2ccccc2)CC1
15. CCOC(=O)C1CCCN(C(=O)/C=C/c2cccc([N+](=O)[O-])c2)C1 (stereo unspecified)
16. COc1cccc(-n2c(SCC(=O)N3CCOCC3)nc3c([nH]c4ccccc43)c2=O)c1
17. C/C=C/C=C(/NC(=O)c1ccccc1)C(=O)Nc1ccccc1
18. Cc1cc(C)n(CC(O)COc2ccccc2Br)n1 (stereo unspecified)
19. Cc1cccc(Sc2nc(-c3ccccc3)ncc2C(=O)O)c1
20. O=C(c1ccc(C(=O)N2CCOCC2)s1)N1CCOCC1
Compound	11	12	13	14	15	16	17	18	19	20
AddAB inh	1.7	-1.4	0.4	-1.5	3.2	3.2	.	1.2	0.0	-1.1
PvdQ inh	-15	-12	9	-7	-7	19	-13	-7	-3	-16
E coli growth	2.8	-0.3	1.1	-3.9	3.7	2.7	.	1.2	-0.5	0.6
phage Ecoli inh	0.4	1.8	2.0	1.4	-1.7	2.0	2.6	1.9	3.5	3.0
Wnt bcat act	-3	0	.	-5	.	.	-1	0	-1	0
DAGLB inhibitor	-2	9	0	-1	-2	3	0	-1	4	-8
Rtt109 HAT inh	-7	27	3	-7	6	-1	-1	1	5	-1
Tat export inh	-1	10	-8	-2	6	-1	-6	11	-4	0
PfHsp90 yeast 2	6	.	1	-5	-18	-63	13	-18	-16	-16
CAL PDZ inh	-2.0	-3.6	-1.2	0.7	-0.3	0.0	-2.8	-0.3	-2.1	-1.3

21. COc1ccc(OC)c(Nc2nc(C)nc3c2oc2ccccc23)c1
22. FC(F)(F)Oc1ccc(NC(=S)Nc2ccc(OC(F)(F)F)cc2)cc1
23. COc1ccc(C(=O)Nc2cc(Cl)cc(Cl)c2)c(OC)n1
24. CC(=O)Nc1ccc(S(=O)(=O)N(C)CC(=O)Nc2ccccc2N2CCCC2)cc1
25. O=C(COC(=O)c1ccc2ccccc2c1O)NCC(F)(F)F
26. O=C(CCSc1nc(-c2ccco2)cc(C(F)(F)F)n1)NCCN1CCOCC1
27. C=CCn1cc(C(=O)NCCCOC)c(=O)c2cc(S(=O)(=O)N3CCC(C)CC3)ccc21
28. OCCN1CCN(Cc2cc(Cl)c3cccnc3c2O)CC1
29. O=C(Nc1cccnc1)c1ccc(-c2cc(Cl)ccc2Cl)o1
30. CC(C)n1c(N2CCN(C(=O)Nc3ccccc3)CC2)nc2ccccc21
Compound	21	22	23	24	25	26	27	28	29	30
AddAB inh	1.2	-1.2	-0.7	2.9	4.4	1.8	4.0	-1.6	-0.2	4.0
PvdQ inh	-8	-16	-7	-9	-6	-7	-6	-19	6	-15
E coli growth	-4.0	-1.1	-1.7	0.3	-2.4	1.5	-0.9	-3.9	-0.2	3.2
phage Ecoli inh	-1.2	10	2.8	2.3	3.6	1.7	0.0	0.1	3.8	2.6
Wnt bcat act	0	1	.	0	0	-1	1	.	-2	2
DAGLB inhibitor	-6	-4	-2	2	-3	1	-3	2	-3	-2
Rtt109 HAT inh	-3	-2	-10	-1	-5	-28	-2	-15	7	-3
Tat export inh	-12	-4	-4	-21	3	7	14	4	4	3
PfHsp90 yeast 2	-2	16	1	-5	4	-3	13	1	-11	-12
CAL PDZ inh	0.5	-0.6	0.4	-1.1	-0.5	-1.3	-2.0	.	-5.5	-1.5

# Some of these compounds in order of their number in CAL PDZ inh, rising:
item	SMILES	CAL PDZ inh
22	FC(F)(F)Oc1ccc(NC(=S)Nc2ccc(OC(F)(F)F)cc2)cc1	-0.6
25	O=C(COC(=O)c1ccc2ccccc2c1O)NCC(F)(F)F	-0.5
21	COc1ccc(OC)c(Nc2nc(C)nc3c2oc2ccccc23)c1	0.5

# Next records.
31. CN(C)C(=O)c1ccc(NC(=O)c2ccccc2SCC(=O)N2CCCC2)cc1
32. COc1ccc2c(CC(=O)Nc3ccc(OC)nc3)coc2c1
33. Cc1ccc(/C([O-])=C(/C(=S)NCc2ccccc2)[n+]2cccc(CO)c2)cc1[N+](=O)[O-]
34. CN(C(=O)CN(CCO)CC(=O)N(C)C(C)(C)Cc1ccccc1)C(C)(C)Cc1ccccc1
35. COc1ccc(C(c2nnnn2Cc2cccs2)N2CCN(c3ccc(F)cc3)CC2)cc1OC (stereo unspecified)
36. O=C1CN(C(=O)c2ccccc2F)C(c2ccccc2)c2cc(Cl)ccc2N1 (stereo unspecified)
37. COc1cc(/C=N/NC(=O)c2nnn(-c3nonc3N)c2C(C)C)ccc1O
38. O=C1c2ccccc2C(Nc2cccc(C(F)(F)F)c2)N1Cc1ccco1 (stereo unspecified)
39. COc1cc(S(N)(=O)=O)c(OC)cc1N
40. CC1CN(C(=O)c2cc3cc([N+](=O)[O-])ccc3s2)CC(C)O1 (stereo unspecified)
Compound	31	32	33	34	35	36	37	38	39	40
AddAB inh	0.2	2.1	.	3.8	0.1	-0.4	4.7	1.1	0.4	0.8
PvdQ inh	-14	1	-5	-2	-15	-15	4	-2	3	-7
E coli growth	-0.7	-1.7	.	3.2	-0.4	0.0	0.0	-0.1	0.4	0.9
phage Ecoli inh	1.6	2.7	0.7	3.2	0.8	-0.1	-1.0	0.6	-0.1	2.5
Wnt bcat act	5	0	-1	-2	.	-2	0	-8&0	0	0
DAGLB inhibitor	-3	2	2	5	3	2	3	-4	-3	0
Rtt109 HAT inh	-4	4	.	15	12	-7	2	-5	4	0
Tat export inh	1	-6	5	19	5	3	-3	10	-6	9
PfHsp90 yeast 2	14	-6	-7	4	-2	14	-10	-24	-12	21
CAL PDZ inh	0.1	-1.8	0.8	-1.2	-1.3	1.1	-1.5	.	-0.6	-1.2

41. O=C(Nc1ncc(Cc2ccccc2Cl)s1)C1=NCCN1
42. Cc1ccc(NC(=O)CN2C(=O)NC(Cc3ccccc3)C2=O)cc1Cl (stereo unspecified)
43. COc1ccc(C(=O)OCc2c(-c3ccccc3)ncc3ccccc23)cc1
44. Cc1cccc(N2CCN(C(=O)c3cccc(N4C(=O)C5C6C=CC(C6)C5C4=O)c3)CC2)c1C (stereo unspecified)
45. OCC[C@@H]1C[C@@H](O)[C@H](O)[C@]2(Cc3ccccc3O2)O1
46. [O-][n+]1c2ccccc2c2n1CCN=C2c1ccc(Cl)cc1
47. COCCn1c(=O)[nH]c2cc(C(=O)N3CCN(Cc4ccc5c(c4)OCO5)CC3)ccc2c1=O
48. O=C(COC(=O)c1cccc(F)c1)NC(=O)NCc1ccccc1
49. COc1ccc(C2(C)NC(=O)N(CC(=O)Nc3ccc4c(c3)CCC4)C2=O)cc1OC (stereo unspecified)
50. CCOC(=O)C1=C(N)Oc2cc(C)[nH]c(=O)c2C1c1ccncc1 (stereo unspecified)
Compound	41	42	43	44	45	46	47	48	49	50
AddAB inh	-6.8	0.5	-0.1	3.4	3.4	4.2	.	1.3	1.8	3.2
PvdQ inh	-16	-15	11	-11	-11	-12	-2	-8	-6	-9
E coli growth	-8.8	-1.2	-1.1	-2.8	0.5	1.0	.	0.3	2.1	-2.3
phage Ecoli inh	-0.4	1.6	2.4	2.0	2.1	0.9	-1.4	3.2	-1.7	1.0
Wnt bcat act	-6	0	2	-4	-1	3	1	2	8	0
DAGLB inhibitor	1	-2	-14	3	-3	2	-1	1	1	2
Rtt109 HAT inh	2	5	9	4	-5	6	-5	-6	-3	6
Tat export inh	7	-7	-2	4	0	-4	5	-3	4	11
PfHsp90 yeast 2	3	31	-8	-9	-10	-4	-16	-2	-13	9
CAL PDZ inh	-0.6	-6.8	-3.1	-2.5	-1.2	-1.0	-0.1	0.6	0.4	.

51. CCOC(=O)N1CCC(N2C(=O)c3ccccc3C2Nc2ccc(S(=O)(=O)N3CCOCC3)cc2)CC1 (stereo unspecified)
52. Cc1cnn(Cc2ccccc2)c1N
53. CCCn1c(C(O)c2cc(OC)c(OC)c(OC)c2)nc2ccccc21 (stereo unspecified)
54. C[C@H](NC(=O)N1CCn2c1nc1ccccc12)C(=O)NCc1ccco1
55. O=c1[nH]c(=O)n(C2CC(O)C(CO)O2)cc1I (stereo unspecified)
56. CC1(c2ccc(Cl)cc2)NC(=O)N(CC(=O)NCCC2=CCCCC2)C1=O (stereo unspecified)
Compound	51	52	53	54	55	56
AddAB inh	-1.2	2.3	2.9	1.0	.	3.3
PvdQ inh	-12	7	-5	-17	-8	-15
E coli growth	-1.9	1.6	0.3	-3.2	.	-1.1
phage Ecoli inh	2.6	4.0	1.9	4.2	10	0.3
Wnt bcat act	-2	.	0	-1	2	-1
DAGLB inhibitor	0	-8	-3	1	-2	2
Rtt109 HAT inh	6	9	-8	-4	2	3
Tat export inh	-2	-4	3	3	15	2
PfHsp90 yeast 2	10	.	-23	-32	2	2
CAL PDZ inh	-0.4	-0.8	0.1	-2.3	-0.2	0.1
